High-throughput results (PubChem)
All columns: NCI-60 one-dose screen, growth in % after 48 h at 10 µM unless noted; 100 = growth as untreated, 0 = no growth, -100 = all killed.
HL-60(TB) = HL-60(TB) leukemia cells | AID 1794776 | 78,000 tested, 9% active; active means growth percent below 10
* marks the source's active call; other numbers are inactive results; & = joins results of further samples. Not all compounds are listed; rates above refer to the full screens.

cpd	smiles	HL-60(TB)
1	Cc1ccc(NCc2nnc(-c3ccco3)o2)cc1	105
2	OCC(CO)(CCl)CCl	96
3	COc1cc(/C=C(\C#N)C(=O)Nc2sc3c(c2C#N)CCCC3)ccc1OCc1ccccc1	84
4	Cc1cc(N=C2NC(=O)/C(=C/c3cc(C(C)(C)C)c(O)c(C(C)(C)C)c3)S2)n[nH]1	5.2*
5	COc1ccc(/C=C2/SC(=O)N(CCCC(=O)N3CCN(c4cc5c(cc4F)c(=O)c(C(=O)O)cn5C4CC4)CC3)C2=O)cc1	103
6	COc1nc2ccccc2nc1N1CC1	67
7	COCCN(/N=N/c1nc[nH]c1C(N)=O)C(C)(C)C	61
8	COc1ccc(-c2nc3sccn3c2-c2ccnc(NCCNS(=O)(=O)c3ccc(C(F)(F)F)cc3)n2)cc1	4.6*

In another format: 4 of the compounds above
(1) Cc1ccc(NCc2nnc(-c3ccco3)o2)cc1
  HL-60(TB): 105
(2) OCC(CO)(CCl)CCl
  HL-60(TB): 96
(3) COc1cc(/C=C(\C#N)C(=O)Nc2sc3c(c2C#N)CCCC3)ccc1OCc1ccccc1
  HL-60(TB): 84
(4) Cc1cc(N=C2NC(=O)/C(=C/c3cc(C(C)(C)C)c(O)c(C(C)(C)C)c3)S2)n[nH]1
  HL-60(TB): 5.2*

Next part
cpd	smiles	HL-60(TB)
9	CCCCC1(C=O)NC(=O)NC1=O (stereo unspecified)	106
10	O=c1oc2ccccc2cc1C1=Nn2c(nnc2-c2cccnc2)SC1	101
11	CCOC(=O)C1CCCCC1C(=O)OCC (stereo unspecified)	109
12	CCOC(=O)c1cc(/C=C/c2cccc(Cl)c2)on1	75
13	O=C(CNCCCc1ccccc1)c1ccc(O)c(O)c1	88
14	COCCOC(=O)Nc1cc(Cl)ccc1C	101
15	Cc1ccc(Nc2nnc(-c3ccco3)o2)cc1	88
16	CC(C)(C)N(N)Cc1ccccc1	96
17	Cc1oc(-c2ccc(Cl)cc2)nc1C1=NN(C(=O)c2ccncc2)C(c2ccc(F)cc2)C1 (stereo unspecified)	103
18	CN(C)C1CCN(Cc2ccc(NC(=O)c3cncc(C#Cc4cnc(N)c5ncccc45)c3)cc2C(F)(F)F)CC1	74
19	O=c1[nH]c2ccccc2cc1-c1nc2ccc(Cl)cc2[nH]1	-26*
20	COc1ccc(-c2nnc(SC/C(=N\O)c3ccccc3)o2)cc1	87
21	CCOC(=O)c1sc2ncnc(Oc3ccc(NC(=O)Nc4ccc(Cl)cc4)cc3)c2c1C	94
22	O=c1oc2ccccc2c2c1C(c1coc3ccccc3c1=O)c1c(c3ccccc3oc1=O)O2	82
23	O=CC(F)(F)F	101
24	CCCCCCCCCCCC[n+]1c(C)cc(N)c2ccccc21	-44*

Reprinted from the part before: two entries, followed by the next part.
cpd	smiles	HL-60(TB)
23	O=CC(F)(F)F	101
24	CCCCCCCCCCCC[n+]1c(C)cc(N)c2ccccc21	-44*
25	CC(C)OC(=O)[C@H](C)NP(=O)(Oc1cccc2ccccc12)C1CCCN(O)C1=O (stereo partly specified)	84
26	CCCCn1c(O)c(N=NC(=O)c2ccc(S(N)(=O)=O)cc2)c2ccccc21	96
27	S=C(NNc1ccccc1)NC1CCCCC1	34
28	ClCC#CCSc1ncnc2nc[nH]c12	85
29	COc1cc(CCN=Cc2cc(Cl)cc(Cl)c2O)c([N+](=O)[O-])cc1OC	90
30	CCOC(=O)C(NC(=O)C(Cc1ccc(N(CCCl)CCCl)cc1)NC(C)=O)C(C)C (stereo unspecified)	45
31	CCN(CC)C(=O)N1C(=O)c2ccccc2S1(=O)=O	80
32	Cc1c(Cl)cccc1Nc1n[nH]c(=S)s1	84
33	O=C(O)CCCCSCCCCC(=O)O	98
34	CCc1ccccc1-n1c(N)c(C#N)c(-c2ccc(OC)c(OC)c2)c(C#N)c1=O	113
35	N#Cc1c(N)nc2c(c1N)C(Sc1ccc(F)cc1)c1ccc(O)cc1O2 (stereo unspecified)	40
36	NS(=O)(=O)c1ccc(N=Nc2c(O)n(Cc3ccccc3)c3ccc(Cl)cc23)cc1	95
37	COC(=O)CCCNCCCn1ccc2cc(NCc3cccc(-c4ccccc4)c3C)ccc21	17
38	CCCOc1ccc(N2CCN(c3ncnc4c3ncn4Cc3ccc(I)cc3)CC2)cc1	67
39	CCCCCCCCCc1ccc(OC(=O)c2ccccc2)cc1	81
40	COc1ccc(-c2nnc(COc3ccc(NC(=O)Nc4ccc(Cl)c(C(F)(F)F)c4)cc3F)o2)cc1	-19*
41	C/C(=N\Nc1ncc(C(N)=O)c(N)n1)c1ccccc1	90
42	Clc1ccc(-c2nnc(COc3ccc(C4=NNC(c5ccco5)C4)cc3)o2)cc1 (stereo unspecified)	80
43	O=C1c2ccccc2C(Br)c2ccccc21	106
44	CN1C(=O)C2(SCC(C(=O)NC3CCCCC3)N2C(=O)C2CCCCC2)c2ccccc21 (stereo unspecified)	90
45	CCOC1=NC(=C(c2ccccc2)c2ccccc2)OC1=O	105
46	CN(C)CCCn1c2c(c3ccc(-c4ccn[nH]4)cc3c1=O)C(=O)c1ccccc1-2	-8.0*
47	COc1ccc(OC)c(/C=C/C(=O)N/N=C/c2ccc(Cl)cc2)c1	20
48	CN1C(=O)/C(=C\c2c(Cl)cccc2Cl)c2ccccc21	81
49	O=C(CCc1ccc(-c2ccccc2)o1)Nc1ncc(Cc2ccc(F)cc2)s1	99
50	CC(C)(O)c1ccc2c(c1)CC[C@@H]1C(C)(C)C(=O)CC[C@@]21C	99
51	O=C(Cn1cc(Cn2c(=O)c(-c3nc4ccccc4[nH]3)cc3ccccc32)nn1)Nc1ccccc1	90
52	COc1ccc2nc(Cl)c(-c3cc(-c4ccccc4)nc(=O)[nH]3)cc2c1	3.4*
53	Cc1cc(N=C2NC(=O)/C(=C/c3cc(C(C)(C)C)c(O)c(C(C)(C)C)c3)S2)no1	20
54	C=CCOC(CN(CCCC)CCCC)CN(CCCC)CCCC	77
55	Cc1ncc(N)c2c1OC(C)(C)OC2	105
56	CC1CC(C)c2ccccc21 (stereo unspecified)	97
57	CC(=O)n1cc(/C=C2\N=C(c3ccccc3)N(c3ccc(S(=O)(=O)Nc4ccccn4)cc3)C2=O)c2ccccc21	83
58	CC(=O)Cc1nsc(NC(=O)c2ccc(COc3cccc(C)c3)o2)n1	103
59	O=C(Nc1ccc(I)cc1)Nc1nc2ccc([N+](=O)[O-])cc2s1	-37*
60	CSC(SC)=C1C(=O)Nc2ccccc21	81
61	N#C/C(=C\c1ccc(-c2ccc(Cl)c(Cl)c2)o1)C(=O)Nc1ncc(Cc2ccc(Cl)cc2)s1	51
62	Fc1ccccc1CNc1c2ccccc2nc2ccccc12	57
63	CC(C)(CCO[N+](=O)[O-])C(=O)O	105
64	O=C1C=CC(=O)N1c1ccc(N2C(=O)C=CC2=O)cc1	-51*
65	CCCOCc1cc(CN2CCN(c3cccc(Cl)c3)CC2)c(O)c2ncccc12	77
66	COc1ncc(-c2ccc3nccc(C#CCCCCC(=O)O)c3c2)cc1NS(=O)(=O)c1ccc(F)cc1F	27
67	CCOC(=O)Cc1csc(/N=C\c2c(O)c3ccccc3oc2=O)n1	96
68	CCOC(=O)C1=C(C(=O)c2ccc(OC)cc2)C(c2cccc([N+](=O)[O-])c2)C(C(=O)c2ccc(OC)cc2)=C(C(=O)OCC)N1	87
69	S=c1[nH]c(=S)c2c3c([se]c2[nH]1)CCCCC3	105
70	CC1=C/C(=N/OS(=O)(=O)c2ccc(C)cc2)CC(C)(C)C1	69
71	O=C(O)c1ccc(NC(=O)C(Cl)Cl)cc1	78
72	CC1CC2(CO)C(CCC3C4CCC(O)C4(C)CCC32)CC1=O (stereo unspecified)	98
73	C/C=C1\SC(=S)NC1=O	110
74	N#CCS(=O)(=O)c1ccccc1	99
75	O=P(c1ccccc1)(c1ccccc1)C(O)c1cccs1 (stereo unspecified)	124
76	CN(C)c1cccc(S(=O)(=O)O)c1	107
77	c1ccc(Cn2nc(OCCN3CCCCC3)c3ccccc32)cc1	98
78	COC(=O)c1ccc2ccccc2c1	100
79	Cc1cccc(NC(=O)Nc2ccc(Nc3ncnc4sc5c(c34)CCN(C(=O)OC(C)(C)C)C5)cc2)c1	89
80	O=BNc1ccccc1	98

Additional records follow.
cpd	smiles	HL-60(TB)
81	O=C1C(C2SC(=S)N(C3CCCCCCC3)C2=O)SC(=S)N1C1CCCCCCC1 (stereo unspecified)	102
82	CCOC(=O)CCC(NC(=O)c1ccc(N(C)CCC(C)=O)cc1)C(=O)OCC (stereo unspecified)	98
83	O=C1/C(=C\c2ccc(F)cc2)CN(C(=O)c2ccc([N+](=O)[O-])cc2)C/C1=C\c1ccc(F)cc1	65
84	CC(=O)Nc1ccc2nc(NC(=O)c3[nH]c(C)c(Cl)c3Cl)sc2c1	99
85	CCOP(=O)(OCC)/C(C#N)=C/c1ccc([N+](=O)[O-])cc1	48
86	CC(C)=CC(=O)N(C(C)C)C(C)C	96
87	CCOc1cc(-c2ccc[nH]2)[nH]c1/C=C1\N=C(C)C(C(=O)OC)=C1C	-43*
88	COc1ccc(-c2nc3ccc(-c4nc5ccc(N6CCN(c7ccc(F)cc7)CC6)cc5[nH]4)cc3[nH]2)cc1OC	47
89	Cc1cc(Cl)ccc1S(=O)(=O)F	96
90	COc1ccc(-c2ccnc(SCc3cc4ccccc4[nH]c3=O)n2)cc1OC	87
91	COC(=O)CCCNS(=O)(=O)c1cc(C(=O)Nc2ccc(NC(=O)c3cc(S(=O)(=O)NCCCC(=O)OC)c(O)c(O)c3O)cc2)c(O)c(O)c1O	68
92	O=C1NC(=O)C(=Cc2cc(-c3ccc([N+](=O)[O-])cc3)n(-c3ccccc3)n2)C(=O)N1	102
93	CC(C)C(=O)N1CCCCCCN1C(=O)C(C)C	92
94	Cn1ccc(=O)c2cc([N+](=O)[O-])ccc21	101
95	N#Cc1ccc(/C=C/c2cn(-c3ccccc3)nc2-c2cccc([N+](=O)[O-])c2)cc1	82
96	CC(NC(=O)OCc1ccccc1)C(=O)O (stereo unspecified)	102
97	NC(=S)NC(=S)Nc1ccccc1	97
98	Clc1ccc(/C=C/c2ccc(Cl)cc2Cl)c(Cl)c1	85
99	CCOC(=O)C1CC(C)=C(C)CC1C(=O)O (stereo unspecified)	90
100	CC1(C)NCCC[C@]2(C)[C@H]3CC=C4[C@@H]5C[C@@](C)(CO)CC[C@]5(C)CC[C@@]4(C)[C@]3(C)CC[C@@H]12	66
101	CCCCCSc1ccc2nc(NC(=O)OCCC)sc2c1	5.4*
102	COc1ccc(OC)c(/C=C/C(=O)CC(=O)/C=C/c2cc(OC)ccc2OC)c1	95
103	COc1c(B(O)O)cc(F)cc1-c1nc2c(F)cc3[nH]ncc3c2c2c1CCCC2	1.8*
104	CCCCCOC(=O)N1CCCCC1C (stereo unspecified)	119

Individual results from above.
Value of COc1c(B(O)O)cc(F)cc1-c1nc2c(F)cc3[nH]ncc3c2c2c1CCCC2 in HL-60(TB): 1.8*
Value of Clc1ccc(/C=C/c2ccc(Cl)cc2Cl)c(Cl)c1 in HL-60(TB): 85
Value of COc1ccc(OC)c(/C=C/C(=O)CC(=O)/C=C/c2cc(OC)ccc2OC)c1 in HL-60(TB): 95

Remaining list, next part:
cpd	smiles	HL-60(TB)
105	CS(=O)(=O)c1ccc(CC(=O)Nc2cc(NCc3ccc[n+]([O-])c3)c([N+](=O)[O-])cc2Cl)cc1	101
106	CC(C)(C)c1ccc(C2CC(=O)C3=C(C2)Nc2ccccc2N(C(=O)c2ccccc2Cl)C3c2ccc(F)cc2)cc1 (stereo unspecified)	-20*
107	Cc1cc2c(C(C)C)c(O)c(O)c(C(=O)C(=O)Nc3ccc(C(C)(C)C)cc3)c2c(O)c1-c1c(C)cc2c(C(C)C)c(O)c(O)c(C(=O)C(=O)Nc3ccc(C(C)(C)C)cc3)c2c1O	106
108	COc1ccc(/C=N\NC(=O)N/N=C/c2ccc(OC)c(S(=O)(=O)O)c2)cc1S(=O)(=O)O	105
109	COc1cc(OC)c(S(=O)(=O)N(CCCl)CCCl)cc1C(=O)/C=C/c1ccc(Cl)cc1	49
110	Cc1ccnc(NC(=O)C(C)c2ccc(Nc3ccnc(C(F)(F)F)c3)cc2)c1 (stereo unspecified)	112
111	O=C(CNc1c(Cl)cccc1Cl)Nc1ccc(-c2nc3ccccc3s2)cc1	71
112	CC/C=C(\CC)C(=O)O	97
113	Clc1cc(Cl)cc(Cl)c1	104
114	CSc1nn2c(-c3ccc4ccccc4c3)ccnc2c1C#N	14
115	O=S(=O)(c1ccccc1)C1CCCCC1	87
116	CCOC(=O)Cn1c(O)c(N=Nc2ccc(S(N)(=O)=O)cc2)c2cc(Cl)ccc21	96
117	O=C1/C(=C/c2ccc([N+](=O)[O-])cc2)CN(C(=O)CCN2CCC(=NO)CC2)C/C1=C\c1ccc([N+](=O)[O-])cc1	2.6*
118	CS(=O)(=O)Nc1cncc(-c2ccc3ncnc(Nc4ccc(F)c(Cl)c4)c3c2)c1	6.1*
119	CCC(=O)NCCCCCCN1CCCCC1	98
120	CC(=O)OCC(C)Cc1ccc(C(C)(C)C)cc1 (stereo unspecified)	126
121	COC(=O)[C@H]1[C@H]2C[C@@H]3c4[nH]c5ccccc5c4CCN3C[C@H]2C[C@@H](OC(=O)c2cc(OC)c(OC)c(OC)c2)[C@@H]1OC	85
122	Cc1ccc(S(=O)(=O)N2CCN(C(=O)CSc3nc4ccc(C)cc4[nH]3)CC2)cc1	-1.5*
123	Nc1ccccc1-c1cc2c(c3c1[nH]c1ccccc13)CCC2	89
124	C#CCN(C)CCCOc1ccc(N(C)C(=O)c2cc(C(C)C)c(O)cc2O)cc1Cl	-41*
125	O=C(/C=C/c1ccc(OC(F)(F)F)cc1)c1nc2ccccc2n1Cc1ccc(F)cc1	47
126	Cc1ncc([N+](=O)[O-])n1CC(O)CCl (stereo unspecified)	119&103
127	CCC(=O)Oc1ccc(/C(=C(\C)c2ccccc2)c2ccc(OCCN(CC)CC)cc2)cc1	45
